Screening data deposited in PubChem by National Center for Advancing Translational Sciences (NCATS).
KDM5B inh – inhibitors of human KDM5B histone demethylase; Potency, µM (top dose mostly 57.7 µM), without a hit: at the highest dose activity change, negative = inhibition, hits mostly inhibitors; Q9UGL1; 220,000 compounds, 2.6% hits; KDM5B demethylase, FDH-coupled NADH fluorescence (FDH is formaldehyde dehydrogenase); active = well fitted inhibition curve with a large enough effect; inconclusive = small, poorly fitted or top-dose-only effect; inactive = no such curve, though single readings can be large or run the other way; also: 0% is about no effect; nearly all actives have a fitted effect of over 70% in size
Target sequence (Q9UGL1 whole entry, looked up): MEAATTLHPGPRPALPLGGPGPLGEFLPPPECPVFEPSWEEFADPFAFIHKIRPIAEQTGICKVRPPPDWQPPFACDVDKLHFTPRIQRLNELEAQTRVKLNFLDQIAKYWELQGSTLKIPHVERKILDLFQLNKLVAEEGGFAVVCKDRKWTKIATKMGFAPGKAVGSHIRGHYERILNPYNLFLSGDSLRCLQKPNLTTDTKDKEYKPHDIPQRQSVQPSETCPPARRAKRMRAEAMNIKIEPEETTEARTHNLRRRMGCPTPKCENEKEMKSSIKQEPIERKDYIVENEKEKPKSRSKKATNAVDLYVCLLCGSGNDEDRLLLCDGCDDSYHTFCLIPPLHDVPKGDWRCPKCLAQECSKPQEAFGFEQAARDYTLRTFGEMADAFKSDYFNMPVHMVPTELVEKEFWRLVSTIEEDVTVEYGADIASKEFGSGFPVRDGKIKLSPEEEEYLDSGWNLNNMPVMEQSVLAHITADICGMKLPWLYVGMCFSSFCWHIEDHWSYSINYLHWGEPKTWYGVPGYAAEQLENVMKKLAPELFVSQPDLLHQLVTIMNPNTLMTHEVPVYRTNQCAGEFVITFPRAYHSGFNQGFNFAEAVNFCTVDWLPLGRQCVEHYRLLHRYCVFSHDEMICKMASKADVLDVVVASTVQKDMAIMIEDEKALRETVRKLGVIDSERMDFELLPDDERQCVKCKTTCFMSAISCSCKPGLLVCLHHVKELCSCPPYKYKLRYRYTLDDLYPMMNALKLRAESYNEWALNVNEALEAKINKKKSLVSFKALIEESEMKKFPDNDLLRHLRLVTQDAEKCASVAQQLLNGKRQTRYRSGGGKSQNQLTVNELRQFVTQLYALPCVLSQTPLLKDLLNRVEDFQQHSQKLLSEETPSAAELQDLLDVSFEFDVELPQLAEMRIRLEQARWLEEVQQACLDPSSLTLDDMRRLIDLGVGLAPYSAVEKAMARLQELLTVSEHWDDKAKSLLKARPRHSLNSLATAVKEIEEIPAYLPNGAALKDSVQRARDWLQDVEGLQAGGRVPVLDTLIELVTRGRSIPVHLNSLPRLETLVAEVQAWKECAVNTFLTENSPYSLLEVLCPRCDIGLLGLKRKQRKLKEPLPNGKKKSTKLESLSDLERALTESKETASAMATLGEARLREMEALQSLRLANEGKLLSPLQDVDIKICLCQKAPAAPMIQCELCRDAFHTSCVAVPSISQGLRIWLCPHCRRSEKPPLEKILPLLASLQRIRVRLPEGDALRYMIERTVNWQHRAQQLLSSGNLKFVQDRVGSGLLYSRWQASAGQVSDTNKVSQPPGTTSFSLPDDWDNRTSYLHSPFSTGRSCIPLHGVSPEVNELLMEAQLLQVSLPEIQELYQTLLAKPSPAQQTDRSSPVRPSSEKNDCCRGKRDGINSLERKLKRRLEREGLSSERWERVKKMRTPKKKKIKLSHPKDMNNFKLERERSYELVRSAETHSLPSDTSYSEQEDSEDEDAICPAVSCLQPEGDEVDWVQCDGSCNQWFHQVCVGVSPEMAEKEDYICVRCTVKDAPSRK
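Inhibition is measured as reduced NADH fluorescence generation from FDH coupling to formaldehyde release. Truncated KDM5BΔAP at 200 nM final acts on H3K4me3 peptide (12.5 µM in substrate mix) in pH 7.5 HEPES buffer with Tween-20, 30 min, room temperature.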
Numbers without * were called inactive; ? = inconclusive; [ ] = remark or other dose. Potency is read from the fitted curve at half-maximal effect. Only part of the results is shown, so the mix of outcomes need not match the whole.

entry | KDM5B inh | Compound
1 | 199%[activator] | COc1ccc(/C=C/c2nc3c(ccc4ccccc43)s2)c(OC)c1OC
2 | -3% | COc1ccc(CNC(=O)c2noc(-c3ccc(C)cc3)n2)cc1
3 | -10% | O=C(CSc1nnc2c(Cl)cc(C(F)(F)F)cn12)c1ccc(Br)cc1
4 | 0% | O=S(=O)(c1ccc(Cl)nc1)N1CCN(c2ncccn2)CC1
5 | -12% | O=C1CCN(C(=O)C2CCCC2)CCCC(c2nc(-c3ccccc3)no2)CCN1 (stereo not drawn)
6 | -17% | CCCCN(C)C(=O)CN1C(=O)c2cccnc2Oc2ccc(Cl)cc21
7 | 4%[115 µM] | COc1ccc(CN2CCOC[C@H](OC)C2)cn1
8 | ? | C[C@]1(CO)[C@H]2Cc3sc(NC(=O)c4ccc(F)cc4)nc3[C@@H](CC(=O)NCc3ccccc3)[C@]2(C)CC[C@H]1O
9 | 18% | CC(C)c1ccc(NC(=O)c2cc3ncccn3n2)cc1
10 | -10% | Cc1ccc(C(=O)N2CCc3sc(C(=O)NCc4cccc(F)c4)cc3C2)cc1
11 | -1% | CN(C)C(=O)C1CN(C(=O)c2ccccc2OC(F)(F)F)CC12CCOCC2 (stereo not drawn)
12 | 28µM* | CCCc1noc(-c2ccn3c(CNC(=O)c4c(F)cccc4F)nnc3c2)n1
13 | -14% | COc1cccc2cc(-c3nc(-c4ccccc4)cs3)c(=O)oc12
14 | -11% | CC(C)C/C(=N\NC(=O)C1CC1(c1ccccc1)c1ccccc1)c1ccccc1 (stereo not drawn)
15 | 20% | CCCCCCCCOc1ccc(C=NC(C)c2ccccc2)c(O)c1 (stereo not drawn)
16 | ? | CCn1c(NCCO)nc2c(c1=O)C(C)(CC)Cc1ccccc1-2 (stereo not drawn)
17 | -6%[86.2 µM] | Cc1cc(C(=O)Nc2ccc([C@H]3OCC(=O)N(Cc4ccccc4)[C@@H]3CO)cc2)n(C)n1
18 | -17% | Cc1nn(CCc2nc(-c3ccc(OC(F)F)cc3)cs2)c2[nH]c(=O)cc(C(F)(F)F)c12
19 | 23% | CCCCc1c(O)c2cccc3c2n(c1=O)CCC3
20 | 4% | CCc1noc(-c2cn(C3CCN(C(=O)c4cc(Cl)ccc4F)CC3)nn2)n1
21 | 2% | Cc1ccccc1NC(=O)CSc1ccc(N2CCC(C(=O)N3CCCCC3)CC2)nn1
22 | -4% | O=C(NC1CC1)[C@@H]1C[C@H](Oc2cccnc2)CN1C(=O)CCc1c[nH]c2ccccc12
23 | -6% | COc1ccc(NC(=O)c2nn(C)c(=O)c3ccccc23)cc1S(=O)(=O)N(C)C
24 | 2% | COC(=O)c1ccc(NC(=O)C2C3C=CC(C3)C2C(=O)O)cc1 (stereo not drawn)
25 | 21% | COc1ccccc1N=C1NN=C(c2cc(C)n(CC3CCCO3)c2C)CS1 (stereo not drawn)
26 | -20% | COc1ccc(-c2nc(C(C)C)nc3c2CCN(C(=O)C2CC2)CC3)cc1
27 | ? | O=C(/C=C/c1ccco1)Nc1ccc(F)cc1
28 | 23% | CC(OC(=O)c1nn(C)c(=O)c2ccccc12)C(=O)Nc1ccc(S(=O)(=O)N2CCCCC2)cc1 (stereo not drawn)
29 | 11% | COCCOC1CCN(C(=O)c2ccc3[nH]ccc3c2)CC1
30 | 18% | Cc1cccc2sc(NC(=O)c3ccc[n+]([O-])c3)nc12
31 | -27% | COc1ccc2c(c1)c1c(c(=O)n(Cc3ccccc3)c(=O)n1Cc1ccccc1Cl)n2C
32 | ? | COc1ccc(NC(=O)CSc2ccc3nc(-c4ccccc4)cn3n2)cc1OC
33 | -47% | CNC(=O)c1cc[nH]c1C1CCCN(C(=O)c2cc(C3CC3)[nH]n2)C1 (stereo not drawn)
34 | 7% | COc1ccc(C2CCCCCN2Cc2nc3ccccc3c(=O)n2CC(N)=O)cc1 (stereo not drawn)
35 | 6% | Cc1cncc(C(=O)N2C[C@@H](COc3ccccc3)[C@H](C(N)=O)C2)c1
36 | 1% | N#Cc1ccccc1Cn1c(SCC(=O)NCc2ccccc2)nc2ccccc21
37 | -3% | Cc1cccc(N(CC(=O)N/N=C/c2ccccc2C(=O)O)S(C)(=O)=O)c1C
38 | 28µM* | Cc1ccc(C(=O)N2CCN(c3nnc4ccccn34)CC2)cc1
39 | -15% | CCNc1c(NC(=O)c2cc(Br)ccc2OC)c(=O)oc2ccccc12
40 | -3% | Cc1ccc(Cl)cc1NC(=O)c1nn(C)c2c1CCc1sccc1-2
41 | 13% | COc1cccc(CNC(=O)c2ccc(Cl)c(S(=O)(=O)N3CCOCC3)c2)c1
42 | -22% | CN1C(=O)c2ccccc2Sc2ccc(NC(=O)Nc3ccccc3F)cc21
43 | -7% | CC1=C(c2ccc(C)c(C)c2)S(=O)(=O)N=C1N1CCC(C(=O)NC(C)c2ccccc2)CC1 (stereo not drawn)
44 | 25µM* | Cc1c(-c2ccccc2)[nH]c2c(CNC(=O)CCn3cnnn3)cc(Cl)cc12
45 | 34% | c1n[nH]cc1-c1cn[nH]c1
46 | ? | CCNC(=O)[C@@H]1C[C@H](NC(C)=O)CN1C1CCN(c2ccc(C)cc2)CC1
47 | 82%[activator] | CSc1nnc(C)c(=O)n1COC(=O)COc1ccccc1F
48 | -4% | S=C(NCCc1ccccc1)N/N=C/c1cccc(Br)c1
49 | -4% | Cc1cccc(Cn2c(N3CCN(CC(N)=O)CC3)nc3c2c(=O)[nH]c(=O)n3C)c1
50 | 21% | O=C(c1ccc(F)c(F)c1)N1CCC(n2cnnc2C2CC2)CC1
51 | ? | COc1ccc(-c2cc3nc(C4CCN(C(=O)OC(C)(C)C)CC4)c(C(=O)Nc4cc(C)cc(C)c4)cn3n2)cc1
52 | ? | COCCN1CCCCCC(O)c2cc(C(=O)Nc3ccc(C)cc3)ccc21 (stereo not drawn)
53 | 25% | CCOC(=O)C1CCN(C(=O)c2cc(C(C)(C)C)nn2Cc2ccccc2)CC1
54 | -8% | CC(C)CC(=O)NC1CCN(c2cn[nH]c(=O)c2)CC1
55 | 28% | CC(SCc1cccc(Cl)c1)C(=O)NC(N)=O (stereo not drawn)
56 | 12% | O=C(CCC1CCCC1)NCCC1CCN(C(=O)Nc2cc(F)ccc2F)CC1
57 | -17% | NC1CCCCN(C(=O)c2ccc3n[nH]nc3c2)C1 (stereo not drawn)
58 | -21% | CC(=O)c1c(C)nn(C(C)CC(=O)NCc2cc3n(n2)CCNC3)c1C (stereo not drawn)
59 | 13% | CC(=O)c1cc(C#N)c(SCc2ccccn2)nc1C
60 | 5% | CCn1c(SC)nc2c([nH]c3ccccc32)c1=O

Some of the entries so far, with tabs.
entry	compound	KDM5B inh
53	CCOC(=O)C1CCN(C(=O)c2cc(C(C)(C)C)nn2Cc2ccccc2)CC1	25%
54	CC(C)CC(=O)NC1CCN(c2cn[nH]c(=O)c2)CC1	-8%
55	CC(SCc1cccc(Cl)c1)C(=O)NC(N)=O (stereo not drawn)	28%
56	O=C(CCC1CCCC1)NCCC1CCN(C(=O)Nc2cc(F)ccc2F)CC1	12%

Further compounds follow:
entry | KDM5B inh | Compound
61 | -2% | Cc1ccc(OCC(=O)NCCNC(=O)c2cnccn2)cc1C
62 | 22% | Cc1ccc(-c2ccc(OC(=O)c3ccccc3)c(C)c2)cc1
63 | -13% | CC(=O)N1CCC2(CC1)N(CC1CC1)C(=O)CS2=O (stereo not drawn)
64 | -6% | CCn1cc(S(=O)(=O)N2CCN(c3cccc(OC)c3)CC2)cn1
65 | ? | COC(=O)CNc1nc(-c2ccccc2)c2cc(C)ccc2n1
66 | 36% | COc1cc(C(=O)NCC2(N3CCCCC3)CCCCC2)ccc1OCC(=O)N1CCOCC1
67 | ? | Cc1cccc(-c2cccc3c4c([nH]c23)[C@@H]2C[C@H](N(C)C(=O)Nc3ccccc3)[C@H]([C@H](C)O)C(=O)N2CC4)c1
68 | ? | Cc1nc(-n2ccc3nc4ccn(C5CCCCCC5)c(=O)c4cc3c2=O)n[nH]1
69 | 15% | CCCCCc1ccc(-c2ccc(C3=CC(=O)C(CCC)CC3)cc2)cc1 (stereo not drawn)
70 | 32µM* | CC1=C[C@@H](CO)[C@H](C(C)C)C[C@H]1Cc1nnc(-c2ccc(N(C)C)cc2)o1
71 | -10% | COc1ccccc1N1CCN(C(=O)Cn2c(C)cc3nc4n(c(=O)c32)CCCCC4)CC1
72 | -2%[115 µM] | CC(C)CCO[C@H]1COCCN(C2CCN(C)CC2)C1
73 | ? | COc1ccccc1Nc1nn2c(=O)c3ccc(C(=O)NCCc4ccccc4)cc3nc2s1
74 | 17% | O=C(N/N=C/c1ccccc1OCCCOc1ccccc1Cl)c1ccccc1
75 | -18% | Cc1cccc(CNC(=O)c2cc(-c3ccncc3)nc3ccccc23)c1
76 | ? | O=C(NC1CCN(c2cc(-c3ccc(Cl)cc3)[nH]n2)C1)c1ccc(Br)o1 (stereo not drawn)
77 | -20%[86.2 µM] | O=c1c2nc(-c3ccccc3C(F)(F)F)ccc2ncn1C1CC1
78 | ? | CCNC(=O)N(C)[C@H]1C[C@H]2c3[nH]c4cccc(-c5cccc(F)c5)c4c3CCN2C(=O)[C@H]1[C@H](C)O
79 | -2% | CC(C)C1CN(C(=O)c2ccccc2-c2ncc[nH]2)CCC(=O)N1CC1CC1 (stereo not drawn)
80 | 6% | Cc1ccccc1OCC(=O)Nc1cc(C(F)(F)F)ccc1N1CCOCC1
81 | -18% | CCn1c(C(=O)N2CCCC(C(=O)N3CCN(c4cc(C)ccc4C)CC3)C2)cc2sccc21 (stereo not drawn)
82 | ? | COc1cc2ccccc2cc1C(=O)NCc1ccncc1
83 | 3% | O=C(NCc1ccccc1F)c1ccc(-c2ccccc2)cc1
84 | 7%[11.5 µM] | Cc1ccc(CCNC(=O)CCS(=O)(=O)c2ccc3c(c2)oc(=O)n3C)cc1
85 | 28% | CCn1nc(C)c(C(=O)NC(C)c2cnc(-c3ccncc3)nc2C)c1C (stereo not drawn)
86 | 19% | CCCCN(C)C(=O)C1CCN(C(=O)c2ccc(Br)cc2)CC1
87 | 11% | O=C(O)CCS(=O)(=O)Cc1cccc(Br)c1
88 | 11% | O=C(CCn1ccc2cc(S(=O)(=O)N3CCCCC3)ccc21)NCC1CCCO1 (stereo not drawn)
89 | 5% | CN1CCN(CCCNC(=O)C(=O)Nc2ccc3[nH]ccc3c2)CC1
90 | 80%[activator] | CCN(Cc1noc(CC(C)C)n1)C(=O)c1ccc(C2CCCNC2)cc1 (stereo not drawn)
91 | 15% | O=C(Nc1c(Cl)cccc1Cl)C1CCN(C(=O)c2cccs2)CC1
92 | -5% | Cn1c2c(c(=O)n(C)c1=O)C(c1ccccc1C(F)(F)F)CC(=O)N2 (stereo not drawn)
93 | -35% | COc1ccc(-c2nc(C)nc3c2CCN(C(=O)c2ccccc2F)CC3)cc1
94 | ? | CC(Cn1ccnc1-c1cc2n(n1)CCCNC2)N1CCN(C)CC1 (stereo not drawn)
95 | -26% | CNc1nc(-c2cc(C)n(-c3cc(C)on3)c2C)cs1
96 | ? | COCCOCC1(CNC(=O)c2cc(C)nn2C)C[C@@H](O)[C@@H](O)C1 (stereo partly drawn)

2 entries drawn at random from those above:
entry | KDM5B inh | Compound
89 | 5% | CN1CCN(CCCNC(=O)C(=O)Nc2ccc3[nH]ccc3c2)CC1
87 | 11% | O=C(O)CCS(=O)(=O)Cc1cccc(Br)c1

The listing continues:
entry | KDM5B inh | Compound
97 | 6% | CS(=O)(=O)Nc1ccc(NC(=O)c2cc(-c3cccs3)on2)cc1
98 | 164%[activator] | COc1ccc(OC)c(NC(=O)C2CCCN(S(=O)(=O)c3ccc(-n4cnnn4)cc3)C2)c1 (stereo not drawn)
99 | -7% | Cc1cc(C)n(CCc2nc3c4ccccc4nc(SCc4ccc(F)cc4)n3n2)n1
100 | -7%[86.2 µM] | C=CCNC(=O)N[C@H]1CCN(C(=O)CSC)[C@@H]1C(=O)N1CCC[C@@H]1C(N)=O
101 | ? | C=C(CS(=O)(=O)c1ccc(C)cc1)S(=O)(=O)c1ccc(C)cc1
102 | 5% | O=C(CSCn1nnc2c(=O)[nH]c(Cc3ccc(F)cc3)nc21)Nc1cccc(C(F)(F)F)c1
103 | -12% | COc1ccccc1NC(=O)CSc1oc(-c2ccc(F)cc2)nc1S(=O)(=O)c1ccc(Br)cc1
104 | ? | C/C(=N\N=C(N)N)C1CCCCCCCCCCC1
105 | -11% | COc1ccc(CNC(=O)C2CN(c3ccc(Cl)cc3)C(=O)N2)cc1 (stereo not drawn)
106 | 2% | COCCN1CC2(CCCN(Cc3ccccc3OC)C2)CCC1=O (stereo not drawn)
107 | 11%[86.2 µM] | CC(=O)N1CCC(N2CCOC[C@H]2c2ncc(-c3cccnc3)[nH]2)CC1
108 | -39% | OC1(CN2CCC(OCc3ccccn3)CC2)CNCCOC1 (stereo not drawn)

Part of the list above in order of length of the SMILES, high to low:
entry | KDM5B inh | Compound
102 | 5% | O=C(CSCn1nnc2c(=O)[nH]c(Cc3ccc(F)cc3)nc21)Nc1cccc(C(F)(F)F)c1
103 | -12% | COc1ccccc1NC(=O)CSc1oc(-c2ccc(F)cc2)nc1S(=O)(=O)c1ccc(Br)cc1
106 | 2% | COCCN1CC2(CCCN(Cc3ccccc3OC)C2)CCC1=O (stereo not drawn)

(list continues)
entry | KDM5B inh | Compound
109 | ? | CCc1ccc(CNC(=O)c2cc3ccccn3n2)cc1
110 | ? | Cc1ccccc1NC(=O)Nc1ccnn1C1CCN(C(=O)[C@@H](N)CO)CC1
111 | 12% | COc1ccc(N2C(=O)c3cc4oc(C)cc4n3CC2(C)C(=O)NC2CCCCCC2)cc1OC (stereo not drawn)
112 | ? | Cn1c(O)c(N=NC(=N)N)c2ccccc21
113 | 27% | O=C(NCc1cccnc1)c1ccc(-c2ccccc2)cc1
114 | 11%[86.2 µM] | Cc1nnc(-c2cc(-c3cccc(F)c3)ccn2)n1CCc1ccccc1
115 | 4% | COc1ccc(CCNC(=O)C2CCN(c3ncnc4c3nc3n4CCCCC3)CC2)c(OC)c1
116 | 7% | C[C@H](NS(=O)(=O)c1ccc(C(C)(C)C)cc1)C(=O)NCc1cscn1
